Screens: PubChem BioAssay, several laboratories
EP2 mod: EP2 receptor (human) modulation; hit rate 0.83% among 260,000; induction, % at 25 µM; EP2-expressing cells, cAMP HTRF FRET, PGE2 co-stimulation; AID 940; P43116;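 active = compounds whose cAMP rise, as percent of the full-agonist control response, exceeds 60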;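 note: rat C6 glioma line stably carrying human EP2 under a CMV promoter; the protocol text gives 20 µM as final concentration; 100% = response of wells given 1 µM PGE2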
Target sequence (P43116 whole entry, looked up): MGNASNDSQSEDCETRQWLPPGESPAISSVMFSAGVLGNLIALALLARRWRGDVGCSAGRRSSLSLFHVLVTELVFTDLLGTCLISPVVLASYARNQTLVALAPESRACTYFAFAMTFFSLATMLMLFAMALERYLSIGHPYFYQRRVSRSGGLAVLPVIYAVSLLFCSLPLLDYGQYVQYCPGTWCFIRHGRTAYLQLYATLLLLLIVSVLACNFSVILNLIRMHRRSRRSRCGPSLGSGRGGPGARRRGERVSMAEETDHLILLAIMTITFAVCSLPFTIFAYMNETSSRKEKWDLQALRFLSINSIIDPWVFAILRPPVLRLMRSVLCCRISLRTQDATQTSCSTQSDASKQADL
Tb hexokinase: T. brucei hexokinase 1 inhibition; recombinant TbHK1, G6PDH-coupled NADH A340; inhibition, % at 10 µM; hit rate 0.11% among 220,000;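 active = inhibition of 50% or more in the single-dose primary screen; inactive = inhibition below 50%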
m-calpain inh: inhibitors of pig calpain II. purified calpain II, fluorogenic peptide substrate, 30 min. inhibition, % at 16 µM. hit rate 0.37% among 220,000. AID 1236;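 active = inhibition above about 50%, limit read from the data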
Rad51 HR inh: blocks human Rad51 in homologous recombination | Q06609 | AID 1385 | hit rate 0.085% among 200,000 | inhibition, % at 10 µM | hRad51 DNA strand exchange, fluorescence dequenching;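 active = inhibition above 40% at the single screening dose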;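 note: 0% = DMSO control wells and 100% = blanks with heterologous ssDNA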
Target sequence (Q06609 whole entry, looked up): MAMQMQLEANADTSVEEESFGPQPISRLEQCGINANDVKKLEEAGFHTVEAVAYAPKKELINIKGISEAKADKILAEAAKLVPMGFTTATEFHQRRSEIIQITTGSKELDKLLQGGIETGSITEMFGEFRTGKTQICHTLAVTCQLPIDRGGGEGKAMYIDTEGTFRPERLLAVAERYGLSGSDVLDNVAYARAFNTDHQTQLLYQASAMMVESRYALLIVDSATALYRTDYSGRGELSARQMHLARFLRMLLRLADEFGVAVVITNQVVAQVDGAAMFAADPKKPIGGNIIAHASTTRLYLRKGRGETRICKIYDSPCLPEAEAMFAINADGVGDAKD
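Test system – preformed human Rad51 ssDNA filaments · Reagent – Donor/quencher-labelled 47-bp dsDNA substrate · Incubation – 37 °C 15-min filament assembly, 30-min compound preincubation, 15-min exchange · Signal – FRET fluorescence dequenching, excitation 485 nm, emission 520 nm · Read-out – percent inhibition from fluorescence, normalised to plate control and blank means · Benchmarks – plate control and blank wells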
Hck-Nef inh: human Hck-Nef kinase inhibition | hit rate 0.68% among 220,000 | inhibition, % at 20 µM | P08631 | Recombinant Hck-YEEI plus Nef, Z-Lyte FRET kinase assay;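 active = Hck-Nef kinase inhibition above about 50%, limit read from the data; inactive = inhibition below that limit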;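 note: 0% = DMSO with Hck plus Nef and 100% = Hck alone without Nef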
14-3-3 Bad PPI: disrupts binding of bovine 14-3-3 zeta to phospho-Bad peptide; inhibition, % at 21.7 µM; TR-FRET 14-3-3zeta/Dy647-pBad peptide displacement, 1 h; AID 781; hit rate 0.71% among 220,000;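 active = inhibition above about 70%, limit read from the data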;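 note: 0% = full 14-3-3 plus peptide FRET controls and 100% = background without 14-3-3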
Target sequence (P63103 whole entry, looked up): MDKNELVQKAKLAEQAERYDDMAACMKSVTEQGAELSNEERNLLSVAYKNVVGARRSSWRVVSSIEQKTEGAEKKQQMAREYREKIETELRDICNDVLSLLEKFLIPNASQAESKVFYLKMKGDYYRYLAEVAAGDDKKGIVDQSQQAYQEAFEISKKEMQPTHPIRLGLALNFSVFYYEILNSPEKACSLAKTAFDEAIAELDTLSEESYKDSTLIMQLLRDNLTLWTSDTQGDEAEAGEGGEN
eIF4E-4G inh: blocks eIF4E binding to eIF4G | P63073+Q04637 | TR-FRET eIF4E-eIF4GI(517-606) binding, 2 h | inhibition, % at 21.7 µM | hit rate 0.37% among 220,000;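 active = inhibition above about 30%, limit read from the data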;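 note: 0% = full FRET control wells and 100% = background wells lacking eIF4GI fragment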
PGE2 EP2 inh: inhibitors of human EP2 prostaglandin E2 receptor; C6 glioma cells expressing human EP2, cAMP TR-FRET; cells stimulated with saturating PGE2; inhibition, % at 25 µM; hit rate 0.52% among 260,000;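 active = percent inhibition above 40 after rounding to a whole number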;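 note: rat C6 glioma host cells with rolipram phosphodiesterase inhibitor present; the protocol text gives 20 µM as final concentration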
L929 necroptosis: L929 zVAD cell death inhibition; L929 zVAD necroptosis rescue, ATP luminescence, 24 h; with zVAD 60 µM; viability rescue, % at 10 µM; hit rate 0.38% among 220,000; AID 1377;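 active = activation, scaled between plate controls, above about 75%, limit read from the data; inactive = activation under that limit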;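 note: 0% = zVAD with DMSO and 100% = DMSO alone without zVAD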
Numbers without * were called inactive; i = inactive; . = not tested or not shown; & = joins results of further samples; [ ] = remark or other dose. Only part of the results is shown (hit frequency here may not be typical).

SMILES	EP2 mod	Tb hexokinase	m-calpain inh	Rad51 HR inh	Hck-Nef inh	14-3-3 Bad PPI	eIF4E-4G inh	PGE2 EP2 inh	L929 necroptosis
CCN(CC)S(=O)(=O)c1cc(C(=O)Nc2nncs2)c(Cl)cc1Cl	-2	0	20	3	8	-4	2	8	-1.3
CC(C(=O)N1CCOCC1)N1C(=O)C2C3C=CC(C4CC34)C2C1=O (stereo not given)	14	-1	-11	0	3	3	1	9	1.4
O=C1NCCCC1C(=O)Nc1cccc(C(F)(F)F)c1 (stereo not given)	20	6	-3	.	0	-3	3	14	1.7
O=C(Nc1nc(-c2ccccc2Cl)cs1)c1cccnc1	-24	-12	-26	-1	2	7	1	11	0.5
O=C(Nc1ccccc1C(=O)NCC1CCCO1)c1ccco1 (stereo not given)	14	-1	-12	1	1	6[fluorescence artefact?]	-1[fluorescence artefact?]	4	-1.1
Nc1nc(Cl)nc(N(c2ccccc2)c2ccccc2)n1	-11	-10	-8	-4	1	-19[fluorescence artefact?]	4	6	0.3
CCOC(=O)N1CCN(C(=O)c2ccc(NC(=O)CC)cc2)CC1	14	8	2	4	-25	2	4	3	-0.3
CCOc1c(Cl)cc(Cl)cc1CNCCNCCO	8	-2	-17	5	1	72*	3[fluorescence artefact?]	21	-0.2
C/C(=N\Nc1ccccn1)c1ccc(N2CCOCC2)cc1	-74	-44	14	0	-7	-8	3	3	0.7
CC1=CC(=C(C#N)C#N)C=C(C)N1Cc1ccc(Cl)cc1	-32	-13	-341	.	4	-2	3	7	-0.1
O=C(NNC(=S)Nc1ccc(Br)cc1Cl)c1ccncc1	-11	-18	-10	5	4	1	0	8	-1.9
Cc1ccc(/C=N/NC(=O)Cc2cccn2C)s1	17	-28	-5	17	10	-1	4	7	.
COC(=O)C1=CN(C)C=C(C(=O)OC)C1c1ccc(O)c(OC)c1	10	-1	-26	-8	15	-3	0[fluorescence artefact?]	1	-0.3
O=C(CCS(=O)(=O)c1cccc2nonc12)NCCc1ccccc1	-7	-4	-1	4	-2	-4	-5	13	2.0
O=C(Nc1sc2c(c1C(=O)NC1CCCCC1)CCC2)c1ccco1	34	-17	-361	2	18	-7	-21	6	0.0
Cc1csc(NC(=O)/C=C/c2ccco2)n1	-17	-70	-12	-5	2	1	-3[fluorescence artefact?]	8	2.5
Cc1cc2cc(CN(Cc3ccc4c(c3)OCO4)C(=O)c3cnccn3)c3nnnn3c2cc1C	-21	-14	-32	3	2	6	8	14	-0.2
O=C(c1cc2c(s1)-c1ccccc1OC2)N1CCN(c2ccccn2)CC1	-3	-12	-57	-5	4	7	3	26	1.1
COc1ccccc1OC(=O)c1ccc(S(=O)(=O)N(C)C)cc1	-10	3	30	-12	1	-1	0	1	0.1
COc1ccc(-n2cc(C(=O)O)c3ccccc3c2=O)cc1	21	-19	-24	2	-2	0	-1	15	0.0
O=C(Nc1ccc2nc(-c3cccnc3)[nH]c2c1)C12CC3CC(CC(C3)C1)C2	-75	0	-117	1	13	9	0	23	18
CCCn1[nH]cc(SC)c(=O)c1=O	7	-2	12	-4	1	-1	0	3	0.0
Cc1ccc(OCc2nnc(SCC(N)=O)n2N)cc1	-10&6	6	26	-6	8	-1	2	9&7	0.0
c1ccc(Nc2nc(-c3ccccn3)cs2)cc1	13	-3	6	2	2	5	0	9	0.1
CN(C)c1cc(-c2ccc(Br)cc2)oc(=O)c1Cl	-6	-21	22	0	9	-2	-2	-1	0.2

Reformatted with values under each structure: part of the list above.
Order of values: EP2 mod | Tb hexokinase | m-calpain inh | Rad51 HR inh | Hck-Nef inh | 14-3-3 Bad PPI | eIF4E-4G inh | PGE2 EP2 inh | L929 necroptosis
CCOC(=O)N1CCN(C(=O)c2ccc(NC(=O)CC)cc2)CC1
  14 | 8 | 2 | 4 | -25 | 2 | 4 | 3 | -0.3
C/C(=N\Nc1ccccn1)c1ccc(N2CCOCC2)cc1
  -74 | -44 | 14 | 0 | -7 | -8 | 3 | 3 | 0.7
COc1ccc(-n2cc(C(=O)O)c3ccccc3c2=O)cc1
  21 | -19 | -24 | 2 | -2 | 0 | -1 | 15 | 0.0

Next structures
SMILES	EP2 mod	Tb hexokinase	m-calpain inh	Rad51 HR inh	Hck-Nef inh	14-3-3 Bad PPI	eIF4E-4G inh	PGE2 EP2 inh	L929 necroptosis
COC(=O)c1ccc(Oc2nc(Nc3ccc(C)c(C)c3)nc(N(C)C)n2)cc1	7	-10	23	1	-1	-8	4	6	-0.3
O=C(Cn1cnc2ccccc2c1=O)Nc1ccc2c(c1)CCC2	11	-2	26	-2	1	31[fluorescence artefact?]	-9[fluorescence artefact?]	4	67
O=C(Cc1ccccc1[N+](=O)[O-])NCCCN1CCOCC1	4	-4	9	13	2	-5	-4	10	2.1
Cc1c(C#N)c(NC(=O)C(C)C)n(Cc2ccccc2)c1C	32	4	-22	2	11	-13	2	4	0.1
c1ccc2c(c1)ncn2CCCOc1ccc2c(c1)CCC2	-32	7	7	4	2	-13[fluorescence artefact?]	4[fluorescence artefact?]	8	-0.5
COC(=O)c1c(NC(=O)CSc2nnc(-c3cccnc3)n2Cc2ccco2)sc(C)c1C	55&19	-15	-39	1	-1	-5	-13	7&6	-0.5
O=C1CN(C(=O)c2ccccc2F)c2ccccc2N1	9	-13	15	5	-4	-3	-1	7	-1.6
CC(=O)Nc1ccc2c(c1)N(C(C)=O)c1ccccc1CC2	-11	6	21	-1	16	0	1	4	-1.2
Cc1cc(NCc2ccccc2)nc2ccccc12	-65	-7	6	-4	7	-3[fluorescence artefact?]	5	27	0.4
CCOc1ccc(S(=O)(=O)N(C)c2ccc(OCC(=O)NCc3ccco3)cc2)cc1	-17	-5	1	3	3	-7	8	7	0.0
NC(=O)c1cn(-c2ccccc2)nc1-c1cccnc1	16	-4	5	4	1	6	1	1	0.1
COC(=O)[C@H](CCSC)NC(=O)Nc1ccc(S(N)(=O)=O)cc1	11	0	22	20	7	-2	-4	6	0.5
O=[N+]([O-])c1ccccc1Nc1ccccc1	58	0	21	5	10	-3	1	6	1.2
Cc1ccc(S(=O)(=O)Nc2ccc3ccccc3n2)cc1	-18	-32	-5	0	9	-3	0	11	0.5
O/N=C(\Cc1cscn1)c1ccc(O)cc1O	21	21	-2	-4	2	0	7	9	-0.1
COc1ccc(CCNC(=O)CN(c2ccccc2OC)S(C)(=O)=O)cc1OC	3	-6	-30	-3	1	-1	-6[fluorescence artefact?]	13	0.2
O=C(CCc1ccccc1)NCC1OCCc2ccccc21 (stereo not given)	-7	0	14	2	9	-8	1	13	3.1
CCn1c(=O)c2cc(C(=O)NCc3cccs3)sc2c2ccccc21	1	-13	-52	-4	13	1	-1	12	0.6
Cc1ccc(S(=O)(=O)NCCc2nnc3ccc(NCCCOC(C)C)nn23)cc1	13	7	-1	-9	14	-3	-2	6	0.5
Cc1csc(NC(=O)C2CCCCC2C(=O)O)n1 (stereo not given)	-2	-4	7	-3	0	2	5	9	0.2
O=C(Nc1ccc(Cl)cc1)Nc1ccccc1NS(=O)(=O)c1cccs1	-22	2	-21	.	-23	10[fluorescence artefact?]	-3	16	0.8
COc1ccc(NC(=S)NC2CCN(Cc3ccccc3)CC2)cc1OC	-17	10	8	-2	-9	-6	4	10	-0.9
O=c1cc(CN2CCOCC2)nc(C2CC2)[nH]1	24	-2	7	-6	0	-16	-3	11	-0.3
Cc1csc(NC(=O)c2nc(-c3ccccc3)n(-c3ccccc3)n2)n1	7	-17	34	0	4	11[fluorescence artefact?]	2[fluorescence artefact?]	3	2.8
CCC(C)(C)n1nnnc1C(c1cc(OC)ccc1OC)N1CCC(C(N)=O)CC1 (stereo not given)	23	-3	-15	-5	2	3	4[fluorescence artefact?]	11	0.3

Nothing new here: entries from further up.
SMILES	EP2 mod	Tb hexokinase	m-calpain inh	Rad51 HR inh	Hck-Nef inh	14-3-3 Bad PPI	eIF4E-4G inh	PGE2 EP2 inh	L929 necroptosis
CCN(CC)S(=O)(=O)c1cc(C(=O)Nc2nncs2)c(Cl)cc1Cl	-2	0	20	3	8	-4	2	8	-1.3
CC(C(=O)N1CCOCC1)N1C(=O)C2C3C=CC(C4CC34)C2C1=O (stereo not given)	14	-1	-11	0	3	3	1	9	1.4

Another view of part of the listing above:
Structure | EP2 mod | Tb hexokinase | m-calpain inh | Rad51 HR inh | Hck-Nef inh | 14-3-3 Bad PPI | eIF4E-4G inh | PGE2 EP2 inh | L929 necroptosis
CCOc1ccc(S(=O)(=O)N(C)c2ccc(OCC(=O)NCc3ccco3)cc2)cc1 | -17 | -5 | 1 | 3 | 3 | -7 | 8 | 7 | 0.0
NC(=O)c1cn(-c2ccccc2)nc1-c1cccnc1 | 16 | -4 | 5 | 4 | 1 | 6 | 1 | 1 | 0.1
COC(=O)[C@H](CCSC)NC(=O)Nc1ccc(S(N)(=O)=O)cc1 | 11 | 0 | 22 | 20 | 7 | -2 | -4 | 6 | 0.5
O=[N+]([O-])c1ccccc1Nc1ccccc1 | 58 | 0 | 21 | 5 | 10 | -3 | 1 | 6 | 1.2
Cc1ccc(S(=O)(=O)Nc2ccc3ccccc3n2)cc1 | -18 | -32 | -5 | 0 | 9 | -3 | 0 | 11 | 0.5

Next section.
SMILES	EP2 mod	Tb hexokinase	m-calpain inh	Rad51 HR inh	Hck-Nef inh	14-3-3 Bad PPI	eIF4E-4G inh	PGE2 EP2 inh	L929 necroptosis
CC(=O)NC(CC(=O)NC1CCCCC1)c1ccccc1 (stereo not given)	-10	5	0	-1	3	3[fluorescence artefact?]	-3	4	1.1
COc1ccc(C2=NN(c3nc(C(=O)O)cs3)C(O)(C(F)(F)F)C2)c(OC)c1 (stereo not given)	35	-9	i	5	-1	2	3	8	4.0
CC(=O)NCCc1cc2cc(C)c(C)cc2[nH]c1=O	28	-10	-31	.	1	21	12	.	0.1
COc1cccc(NC(=O)c2cc([N+](=O)[O-])ccc2N2CCN(C)CC2)c1	-15	-17	-2	8	19	-6	0	4	1.4
CCCn1cc(S(=O)(=O)CC(=O)Nc2ccc(OCC)cc2)c2ccccc21	-1	7	30	6	-5	-13	5	13	6.8
CCOC(=O)c1sc(NC(=O)CSc2ncn[nH]2)c(C#N)c1C	-49	-22	-7	-2	-9	25[fluorescence artefact?]	2	9	-0.2
CNC(=O)c1nnc(Cc2ccc(F)cc2)o1	10	-1	-31	-5	2	-3[fluorescence artefact?]	2[fluorescence artefact?]	5	0.9
CCOC(=O)N1CCC(N2C(=O)c3ccccc3C2Nc2ccc3c(C)cc(=O)oc3c2)CC1 (stereo not given)	16	-40	-472	-6	38	3	-4	7	-0.5
O=C(NCc1ccc(Cl)cc1)c1ccc(CNc2c(N3CCCC3)c(=O)c2=O)cc1	-22	-10	-9	-11	21	-3	57*	3	0.8
O=C(NCCN1CCOCC1)c1cccs1	13	-2	-25	-4	1	7	0	12	0.1
COc1cc(S(=O)(=O)NCC2CCCO2)c(OC)cc1Cl (stereo not given)	15	-5	13	-5	4	6	-3	9	-0.3

eIF4E-4G inh, hit marks shown above.
compound | EP2 mod | Tb hexokinase | m-calpain inh | Hck-Nef inh | 14-3-3 Bad PPI | eIF4E-4G inh
O=C(NCc1ccc(Cl)cc1)c1ccc(CNc2c(N3CCCC3)c(=O)c2=O)cc1 | -22 | -10 | -9 | 21 | -3 | 57*
